Bioassay records (PubChem BioAssay)
MEX-5 binding: MEX-5 zinc finger RNA-binding disruptors – biochemical, C. elegans, fluorescence polarization, MLPCN library, primary screen | Zinc finger protein mex-5 (Caenorhabditis elegans), Q9XUB2 | MEX-5/FITC-TCR2 RNA binding; active compounds read low | activity score (negative = inhibition of binding), % at 10 µM | hit rate 0.38% among 300,000 | AID 1832, 2009;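 active = inhibition past about -25% in most replicates, and total fluorescence under double the plate's negative control median, limit read from the data; inconclusive = replicates evenly split on the limit, or fluorescence at least double controls; inactive = too little inhibition in most replicates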;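 note: 0% = DMSO and -100% = 5 µM competing unlabeled TCR2 RNA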
MCL1 BIM primary: inhibitors of MCL1 binding to BIM-BH3, primary screen, biochemical, fluorescence polarization; Induced myeloid leukemia cell differentiation protein Mcl-1 (Homo sapiens), Q07820; GST-MCL1 / FITC-Bim-BH3 fluorescence polarization; inhibition, % at 10.9 µM; hit rate 0.68% among 320,000; AID 2057, 2009;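 active = inhibition above the mean inhibition of all tested compounds plus 3 SD, set per campaign, cut at about 40% in these data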;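 note: 0% = DMSO wells and 100% = unlabeled Bim-BH3 peptide control; higher means more loss of mP so more displacement of Bim peptide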
Target sequence (Q07820 whole entry, looked up): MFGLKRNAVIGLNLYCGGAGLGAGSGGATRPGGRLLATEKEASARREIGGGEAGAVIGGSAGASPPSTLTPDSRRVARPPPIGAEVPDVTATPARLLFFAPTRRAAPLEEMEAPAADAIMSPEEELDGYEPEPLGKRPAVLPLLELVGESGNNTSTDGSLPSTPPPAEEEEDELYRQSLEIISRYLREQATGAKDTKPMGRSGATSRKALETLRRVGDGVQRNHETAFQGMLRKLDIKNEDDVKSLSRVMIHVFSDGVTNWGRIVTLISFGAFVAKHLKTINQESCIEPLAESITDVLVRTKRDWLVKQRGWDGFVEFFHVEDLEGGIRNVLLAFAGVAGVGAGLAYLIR
VLA-4 inh: inhibition in human VLA-4 binding assay, primary screen, VLA-4 allosteric modulator project, MLPCN library, flow cytometry, VLA-4 expressing cells; hit rate 0.2% among 330,000; Integrin alpha-4 (Homo sapiens), P13612; ligand binding flow cytometry; inhibition, % (about 7 µM as worked out from the volumes in the protocol); AID 2557, 2010; in the data active = inhibition above about 50%
AGP1 TOR yeast: modulators of AGP1-GFP expression in yeast TOR pathway, primary screen, cell-based, multiplex flow cytometry, S. cerevisiae, MLPCN library. 3 h; GFP as percent of DMSO wells. GFP response vs DMSO, % at 10 µM. hit rate 0.02% among 320,000;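 active = GFP response relative to DMSO above a set limit, near screen average plus 3 SD, cut at about 150% in these data; inconclusive = fewer than 70 cells counted for the yeast strain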;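 note: median GFP channel fluorescence of the gated AGP1 strain per well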
CR mimetic SO: reduction of superoxide in aged yeast, primary screen, HTS | S. cerevisiae aged cells, superoxide DHE fluorescence; active compounds read low | hit rate 0.18% among 330,000 | superoxide response (% of plate mean), % at 10 µM;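 active = superoxide response under a set limit, about three screen SD below normal, cut at about 65% in these data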;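 note: yeast aged for seven days with compound at 30 °C before DHE staining; 100% = average MFI of all compound-treated wells on the plate with controls excluded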
GRK2 inh: compounds blocking aptamer binding on GRK2 – biochemical, human GRK2, bead flow cytometry, HTS, primary screen; Beta-adrenergic receptor kinase 1 (Homo sapiens), P25098; FAM-aptamer displacement from GRK2; inhibition of aptamer binding, % at 10 µM; hit rate 0.59% among 330,000; AID 488847, 2010;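 active = inhibition of aptamer binding above 40%, roughly 3 SD of noise, on plates passing a quality check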;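 note: median bead fluorescence of bound FAM aptamer so fluorescent compounds give negative values; no value below 0 was filed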
CIT2 TOR yeast: modulators of CIT2-GFP expression in yeast, primary screen, S. cerevisiae, GFP fusion, multiplex flow cytometry, MLPCN library | S. cerevisiae CIT2-GFP strain, 3 h; 100 means same as DMSO wells | GFP response vs DMSO, % at 10 µM | hit rate 0.065% among 320,000 | AID 2029, 2009;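 active = GFP response relative to DMSO above a set limit, near the screen mean plus 3 SD, cut at about 150% in these data; inconclusive = Fewer than 70 cells measured for a yeast strain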;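 note: ratio of well median GFP fluorescence to mean of DMSO wells on the plate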
GLD-1 RNA inh: GLD-1/TGE RNA complex disruptors, primary screen, biochemical, fluorescence polarization. Female germline-specific tumor suppressor gld-1 (Caenorhabditis elegans), Q17339. purified GLD-1 + fluorescein TGE RNA. inhibition, % at 5.96 µM. hit rate 0.44% among 320,000. AID 2280, 2010;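 active = percent inhibition above a per-plate cutoff, the plate mean of test compounds plus 3 SD, cut at about 30% in these data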;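 note: 0% = DMSO wells with GLD-1 and probe and 100% = wells lacking GLD-1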
Target sequence (Q17339 whole entry, looked up): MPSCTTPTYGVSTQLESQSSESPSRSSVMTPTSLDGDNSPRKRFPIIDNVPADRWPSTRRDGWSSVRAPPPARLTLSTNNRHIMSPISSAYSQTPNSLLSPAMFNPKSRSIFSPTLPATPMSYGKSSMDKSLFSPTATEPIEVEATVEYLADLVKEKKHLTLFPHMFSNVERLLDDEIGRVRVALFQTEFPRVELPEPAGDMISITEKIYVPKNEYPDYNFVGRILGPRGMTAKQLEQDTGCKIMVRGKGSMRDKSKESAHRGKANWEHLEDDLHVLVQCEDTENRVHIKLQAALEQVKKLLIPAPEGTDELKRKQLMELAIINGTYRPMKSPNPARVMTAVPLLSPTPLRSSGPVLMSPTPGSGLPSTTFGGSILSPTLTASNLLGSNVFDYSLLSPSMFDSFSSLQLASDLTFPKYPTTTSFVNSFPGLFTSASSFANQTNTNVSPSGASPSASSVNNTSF
BCLXL inh: inhibitors of human Bcl-xL, primary screen, biochemical, fluorescence polarization, HTS | Bcl-2-like protein 1 (Homo sapiens), Q07817 | GST-Bcl-xL / FITC-Bim BH3 peptide fluorescence polarization | inhibition, % at 10.9 µM | hit rate 0.7% among 320,000 | AID 2129, 2009;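 active = inhibition above the mean of all tested compounds plus 3 SD, cutoff set per campaign, cut at about 30% in these data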;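 note: 0% = DMSO wells and 100% = unlabeled Bim-BH3 peptide competitor; inhibitors lower millipolarization by displacing the labeled peptide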
Target sequence (Q07817 whole entry, looked up): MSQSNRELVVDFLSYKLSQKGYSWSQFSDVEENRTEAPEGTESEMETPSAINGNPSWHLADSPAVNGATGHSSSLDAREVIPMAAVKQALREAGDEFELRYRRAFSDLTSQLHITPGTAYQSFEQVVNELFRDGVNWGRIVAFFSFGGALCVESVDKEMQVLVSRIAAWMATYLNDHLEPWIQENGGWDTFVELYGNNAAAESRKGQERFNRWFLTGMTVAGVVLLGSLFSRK
Starred values were filed as active, the others as inactive; ? = inconclusive; . = not tested or not shown.

SMILES	MEX-5 binding	MCL1 BIM primary	VLA-4 inh	AGP1 TOR yeast	CR mimetic SO	GRK2 inh	CIT2 TOR yeast	GLD-1 RNA inh	BCLXL inh
COC(=O)C(O)(CC(=O)Nc1cc(Cl)ccc1Cl)C(F)(F)F (centres undefined)	3.3	1.0	5.2	105.5	100.6	0.0	109.3	3.0	2.1
N#C/C(=C\c1c[nH]c2ccccc12)C(=O)NC1CCCC1	-2.9	-0.1	-37.5	96.2	97.7	2.0	95.0	5.7	4.7
COc1ccc(NC(=O)C(=O)NCCC2CCCCN2S(=O)(=O)c2cccs2)cc1 (centres undefined)	0.5	2.3	7.9	107.9	105.0	0.0	103.0	11.2	5.4
COc1ccc(-n2c(SCC(=O)NC3CCCCC3)nc3ccsc3c2=O)cc1	-0.9	6.8	-1.6	94.3	92.6	1.0	94.7	-0.7	-0.8
CCOc1ccc(NC(=O)/C(C=Nc2ccccc2)=C(\C)O)cc1	0.6	1.1	10.0	92.3	105.4	0.0	93.7	-0.8	5.8
CC(=O)c1cccc(NC(=O)C2=CN3CCS(=O)(=O)N=C3C=C2)c1	.	-10.7	8.6	110.2	82.2	0.0	103.1	4.7	-6.9
Cc1ccc(S(=O)(=O)N(CCCN2CCCC2=O)Cc2cc3c(C)ccc(C)c3[nH]c2=O)cc1	?	7.6	-4.9	95.8	100.2	0.0	87.9	-2.9	0.2
Cn1c2ccccc2c(=O)c2ccc(F)cc21	-1.9	6.5	-8.0	86.7	99.7	3.0	80.2	-4.6	4.2
CCOc1ccc(C2Nc3cccc4cccc(c34)N2)cc1OC	1.0	18.8	3.6	94.7	83.7	0.0	86.2	12.9	6.6
CCCC(=O)Nc1nnc(CCc2ccccc2)s1	-1.6	-5.1	-1.2	99.5	100.8	1.0	99.2	-4.7	3.9
CCC1Oc2ccc(C)cc2N(CC(=O)NCc2cccs2)C1=O (centres undefined)	-1.0	4.6	-0.2	96.2	110.0	0.0	107.5	5.0	-0.6
O=C(CC1C[C@H](C(=O)N2CCOCC2)[C@@]2(CCC3CCCC3)c3[nH]c4ccccc4c3CCN2C1=O)NCc1ccco1 (some centres undefined)	.	.	34.2	102.6	89.3	1.0	98.6	6.5	.
CCOC(=O)c1sc(N)c(C(N)=O)c1C	-3.6	18.0	-4.5	103.8	101.5	19.0	105.8	5.8	13.1
Cc1nn(Cc2ccccc2)c(C)c1NC(=O)c1noc2c1CCc1ccccc1-2	2.3	-1.9	9.0	94.3	102.4	0.0	93.8	5.6	-3.3
CC(C)c1cc(CN2CCN(Cc3ccc(F)c(F)c3)C(CCO)C2)[nH]n1 (centres undefined)	1.4	2.1	2.0	94.0	92.0	1.0	.	1.8	3.9
COc1ccc(NC(=O)C2(c3ccc(NC(=O)c4ccc(C)cc4)cc3)CCCC2)cc1	2.8	-3.2	14.8	106.2	89.1	2.0	106.1	1.7	-2.9
CN1CCN(NC(=O)c2cccc(Br)c2)CC1	0.9	4.5	9.0	109.7	92.7	4.0	104.0	4.8	2.4
CCC1=C2CC[C@H]3C(=O)NC(=O)[C@H]3[C@H]2[C@@]2(Cc3ccccc3)C(=NCC(=O)OC)OC(=O)N2C1=O	.	8.7	23.7	113.1	92.4	3.0	109.2	1.0	8.5
CC1CN(Cc2cc(=O)[nH]c(C3CC3)n2)CC(C)O1 (centres undefined)	0.9	9.5	-5.5	89.1	90.8	1.0	84.3	7.2	0.0
CSCCC(=O)N1CCCC(N(C)CCc2ccccc2)C1 (centres undefined)	2.2	1.8	5.7	100.6	83.6	3.0	106.6	-0.1	8.9
Nc1nonc1-n1nnc(C(=O)N/N=C/c2ccc(Cl)cc2Cl)c1CN1CCCC1	2.8	1.7	-1.9	109.9	92.8	1.0	90.3	6.9	-1.4
CC1CCCC(NC(=O)Cn2cc([N+](=O)[O-])ccc2=O)C1C (centres undefined)	.	-15.0	-24.6	102.9	107.9	3.0	103.0	3.9	-6.5
CN1CCc2cccc3c2C1Cc1ccc(O)c(O)c1-3 (centres undefined)	-83.4*	48.5*	1.7	88.2	101.7	1.0	101.3	6.8	33.2*
COc1ccc(NC(=O)CCS(=O)(=O)c2ccc(OC)cc2)cc1	-1.7	3.2	6.8	95.5	120.0	0.0	86.8	8.9	-4.2
C/C(=N/OC(=O)C1CC1c1ccccc1)c1ccccc1 (centres undefined)	-0.6	3.6	13.1	88.7	98.5	5.0	91.9	6.3	4.7
Cc1ccc(-c2nc(CSc3nc4ccccc4c(=O)n3C)cs2)cc1	0.8	-2.6	10.9	94.6	97.8	2.0	99.8	4.4	0.9
Cc1ccc(C(=O)N2CCN(c3ccccc3F)CC2)cc1NC1=NC2CS(=O)(=O)CC2S1 (centres undefined)	-0.4	-4.2	13.1	?	97.5	2.0	?	-2.4	1.1
CCCNS(=O)(=O)c1ccc(OC)c(Cl)c1Cl	0.9	4.9	1.5	102.5	102.0	0.0	100.7	0.6	-2.6
CCOc1ccc(N2C(=O)C3C4C=CC([C@H]5CC45)[C@@H]3C2=O)cc1 (some centres undefined)	-0.7	3.3	6.5	95.8	96.2	0.0	94.1	0.8	2.3
CN(C(=O)c1ccc(NC(=O)Cc2ccc(NC(=O)C3CCN(C(=O)C4CCCC4)CC3)cc2)cc1)C1CC1	.	-4.5	1.8	102.1	97.6	0.0	97.8	1.6	1.3
CCCCN1C(=N)N([C@@H](CCC)CN2CCC[C@H]2CN2C(N)=NC[C@@H]2Cc2ccccc2)C[C@H]1[C@H](C)CC	.	.	2.4	103.8	99.8	0.0	103.8	0.0	.
CC(=O)Nc1ccc(NC(=O)Cn2c(-c3ccc(F)cc3)cnc2SCC(=O)Nc2c(C)cccc2C)cc1	-2.1	-1.3	5.7	105.8	109.0	0.0	108.0	-1.3	-0.8
COC(=O)c1ccccc1NC(=O)N1CCN(Cc2ccco2)CC1	0.4	4.9	15.8	96.6	103.0	1.0	96.0	-0.6	-0.1
COCC(=O)N1CCC(Oc2ccc(C(=O)N3CCCCCCC3)cc2)CC1	1.3	-1.8	4.3	102.7	113.6	0.0	106.8	5.7	2.5
CCC1=C(OC(=O)N(CC)CC)N2C(=O)OC(=NCC(=O)OC)[C@]2(Cc2ccccc2)[C@H]2C1=CC[C@H]1C(=O)N(CC(=O)OC)C(=O)[C@H]12	-1.8	5.3	16.7	82.0	98.2	1.0	91.2	3.3	10.6
CCOC(=O)c1ccc(Nc2cc(C)nc(-c3ccccc3O)n2)cc1	0.1	-3.2	22.9	98.1	100.8	1.0	99.3	2.2	0.3
Cc1cc(C)n(-c2ccc(C(=O)OCC(=O)Nc3ccc(Cl)c(S(=O)(=O)N(C)C)c3)cc2)n1	1.1	0.2	15.0	95.7	95.3	0.0	94.7	-2.1	1.2
CC(C)CNC(CC(=O)O)c1ccccc1 (centres undefined)	2.0	-0.7	10.6	102.8	137.6	0.0	100.5	3.7	3.2
CCc1nn2cc(-c3ccccc3)nc2s1	-3.5	-4.7	-4.1	103.0	108.6	3.0	106.5	-1.6	0.7
Oc1ccc(-c2nc3ccccn3c2NCc2ccco2)cc1	-0.6	8.2	-6.0	101.1	99.0	0.0	103.3	5.7	2.3
Cc1cccc(NC(=O)CCN2CC(C)OC(C)C2)c1 (centres undefined)	-3.1	6.7	5.5	102.1	88.3	2.0	.	-2.5	6.5
Cc1ccsc1CN(C)C(=O)c1cc(S(=O)(=O)N2CCOCC2)ccc1N1CCCC1	.	0.6	9.7	90.5	105.9	0.0	99.3	3.4	-3.8
Cc1c(C(=O)Nc2c(N)nc(SCC(=O)NCC3CCCO3)[nH]c2=O)cccc1[N+](=O)[O-] (centres undefined)	1.4	3.0	-0.2	96.0	105.7	5.0	92.7	0.2	5.7
CCNC(=S)N1CCn2cccc2C1c1ccc(F)cc1 (centres undefined)	1.7	4.0	1.5	101.0	80.1	3.0	112.0	-1.1	1.6
Cc1nn(C)cc1CN1CCC(n2nccc2NC(=O)CCCc2ccccc2)CC1	0.6	1.8	-16.9	99.5	85.9	0.0	101.0	-2.0	2.5
CC1=[N+](C)N(c2ccccc2)C(=O)C1N=Cc1ccccc1Cl (centres undefined)	1.1	5.1	2.3	102.4	95.7	2.0	101.5	-0.4	1.3
FC(F)C(F)(F)c1cc(-c2ccc(Cl)cc2)n[nH]1	1.0	4.3	0.1	98.4	104.3	1.0	93.9	-4.6	1.1
CN(C)c1ccc(C(=O)Nc2cccc(S(=O)(=O)N3CCCC3)c2)cc1	.	3.1	7.3	98.9	89.9	1.0	97.4	-0.8	5.6
COCCN(Cc1ccccc1)C(=O)c1ccc2c(c1)NC(=O)CS2	.	-3.8	-17.4	102.8	105.9	0.0	99.3	-0.1	-1.1
CCOC(=O)c1cccc(NC(=O)CCc2nc(-c3ccc(C)cc3)no2)c1	2.3	-5.6	-7.4	116.8	99.8	0.0	119.4	-0.7	2.5
Cc1sc2nc(CN3CCOCC3)nc(N3CCN(S(=O)(=O)c4ccccc4)CC3)c2c1C	.	-0.6	16.0	99.6	90.9	2.0	101.7	5.1	-3.6
Cc1ccc(S(=O)(=O)N2[C@@H](c3ccccc3F)C(C(=O)O)=CC[C@H]2c2ccc(C(C)C)cc2)cc1	.	10.0	13.1	86.4	90.0	7.0	115.8	-1.0	8.7
NS(=O)(=O)c1cnccc1Nc1cccc(Br)c1	0.6	-5.8	20.8	111.2	97.0	4.0	99.1	-0.2	4.7
C/C(=N\NC(=O)Cc1c[nH]c2ccccc12)c1ccc2ccccc2c1	-5.6	14.8	2.5	102.9	111.0	4.0	107.1	-0.1	5.1
S=C1NC2(CCCCC2)Nc2ccccc21	0.4	13.8	4.0	87.0	81.2	4.0	87.2	9.2	14.3
CC(=O)Nc1ccc(NC(=O)C(F)(F)F)cc1	-0.7	8.8	-10.9	95.4	96.2	0.0	86.8	8.0	6.8
Cc1ccc(S(=O)(=O)c2nc(-c3ccco3)oc2NCC2CCCO2)cc1 (centres undefined)	.	8.1	-17.6	93.9	97.2	2.0	87.5	-2.7	5.4
CCN(CC)c1ccc(/C=N/NC(=O)Cc2nnc(NC(=O)Nc3ccccc3)s2)cc1	-0.5	-6.6	-6.3	95.4	82.5	0.0	94.1	6.4	1.8
CCOC(=O)C1C(=O)C=C(/C=C/c2ccccc2)CC1c1ccc(Cl)cc1 (centres undefined)	-0.8	2.1	-6.2	93.6	113.6	1.0	93.3	-2.0	2.7
